Assay outcomes (PubChem)
BRCA1 expr up: increases BRCA1 expression | hit rate 1.1% among 380,000 | Potency, µM (doses to about 46.1 µM), inactives show top-dose activation, actives largely listed as activators | AID 624202 | MCF7-BRCA1-FFLuc reporter, luminescence, 48 h; response scale: scaled: vehicle 0%, 10 µM genistein 100%; also: nearly all actives have a fitted effect of over 80% in size; some results filed as inactive show a strong effect at the top dose
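Activators of BRCA1 expression were detected as increased firefly luciferase luminescence in engineered MCF7 cells after 48 h compound incubation. Signals were scaled to genistein 10 microM as full activation.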
uPA generation: blocks generation of uPA at the cell surface. hit rate 0.31% among 330,000. Potency, µM (highest dose often 38.3 µM), for inactives: top-dose activity change, negative = inhibition, usual class: inhibitors. cell surface uPA generation assay, qHTS. AID 540303; active = well fitted inhibition curve with a large enough effect; inconclusive = small, poorly fitted or top-dose-only effect; inactive = no such curve, though single readings can be large or run the other way; tested in mouse RAW 264.7 cells; also: % is scaled to controls: 0 for no effect and ±100 for the full control effect; nearly all actives have a fitted effect of over 55% in size
RORg inh: blocks mouse ROR gamma transcriptional activity | P51450 | Drosophila S2 Gal4-RORgamma UAS-luciferase reporter, 20 h | Potency, µM (titrated, usually from 53.6 µM), without a hit: top-dose activity change, negative = inhibition, usual class: inhibitors | hit rate 5.4% among 310,000 | AID 2551; also: % is scaled to controls: 0 for no effect and ±100 for the full control effect; nearly all actives have a fitted effect of over 60% in size
Target sequence (P51450 whole entry, looked up, the tested form may be a part): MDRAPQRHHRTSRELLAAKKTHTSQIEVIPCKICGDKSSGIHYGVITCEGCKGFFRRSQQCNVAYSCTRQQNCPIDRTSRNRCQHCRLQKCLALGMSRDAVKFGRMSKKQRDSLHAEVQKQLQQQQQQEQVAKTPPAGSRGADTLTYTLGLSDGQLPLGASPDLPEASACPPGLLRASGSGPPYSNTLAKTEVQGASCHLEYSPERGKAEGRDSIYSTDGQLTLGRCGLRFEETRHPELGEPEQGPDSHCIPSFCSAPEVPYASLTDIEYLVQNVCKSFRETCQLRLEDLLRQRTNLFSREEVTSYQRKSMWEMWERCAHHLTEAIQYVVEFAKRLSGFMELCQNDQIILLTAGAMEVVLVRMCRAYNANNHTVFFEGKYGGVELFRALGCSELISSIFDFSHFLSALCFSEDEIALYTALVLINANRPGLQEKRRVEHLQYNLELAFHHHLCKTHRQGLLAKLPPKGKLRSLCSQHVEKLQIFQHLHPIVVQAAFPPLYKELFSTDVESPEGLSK
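Drosophila S2 cells stably expressing Gal4-DBD/mouse RORγ fusion under metallothionein promoter plus UAS-luciferase; compound 1 h, then 700 uM CuSO4 induction for 20 h at ambient temperature; inhibition read as reduced luminescence.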
p53 reactivation: restores transcriptional activity of mutant p53; hit rate 0.063% among 320,000; AID 504706; H1299 p53-A138V BP100-luciferase reporter, luminescence, 24 h; Potency, µM (top dose mostly 92.2 µM), without a hit: at the top dose activity change, positive = activation, most hits filed as activators; also: % of control where 0% means no effect; nearly all actives have a fitted effect of over 45% in size
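H1299 (p53-null), stable ts p53-A138V + BP100-Luc; 1000 cells/well, Opti-MEM/10% FBS; cpd 4 pt, 1:5; 24 h, 37 deg C, 5% CO2; detection reagent 10 min RT; luminescence.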
VP16 counter: counter-screen for ROR gamma inhibitors: Gal4-VP16 reporter; Drosophila S2 Gal4-VP16 UAS-luciferase, luminescence, 20 h; Potency, µM (top dose mostly 53.6 µM), for inactives: at the highest dose activity, negative = inhibition, hits mostly inhibitors; hit rate 3.5% among 310,000;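 also: Gal4-VP16 expression switched on by copper sulfate through the metallothionein promoter; % is scaled to controls: 0 for no effect and ±100 for the full control effect; nearly all actives have a fitted effect of over 50% in size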
Rab9 promoter act: Rab9 promoter activation. Potency, µM (top dose mostly 9.22 µM), for inactives: top-dose activation, negative = inhibition, hits mostly activators. hit rate 2.8% among 320,000. Huh7 Rab9 promoter-luciferase reporter, luminescence, 24 h; also: % of control where 0% means no effect; nearly all actives have a fitted effect of over 60% in size
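Huh7 cells stably carrying Rab9 promoter–luciferase reporter, plated 1500 cells/well, compound added after 2 h and incubated 24 h at 37 °C; luciferase luminescence then read after 10 min with detection reagent.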
NPC1 prom act: activators of NPC1 promoter; Potency, µM (titrated, usually from 9.22 µM), without a hit: at the highest dose activation, hits mostly activators; hit rate 2.4% among 320,000; Huh7 NPC1 promoter luciferase reporter, 24 h;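 also: % of control where 0% means no effect; nearly all actives have a fitted effect of over 60% in size; reporter is driven by a mutant NPC1 promoter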
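NPC1 promoter–luciferase Huh7 cells; 24 h compound; luminescence.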
FLuc modulator: firefly luciferase modulation, counter-screen for miR-21 project; P08659; purified FLuc, Km substrates, luminescence inhibition; Potency, µM (titrated, usually from 57.5 µM), for inactives: at the top dose activity change, negative = inhibition, most hits filed as inhibitors; hit rate 6.9% among 360,000; AID 588342;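 also: plate controls were vehicle for no effect and reference inhibitor for full effect; nearly all actives have a fitted effect of over 55% in size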
Target sequence (P08659 whole entry, looked up): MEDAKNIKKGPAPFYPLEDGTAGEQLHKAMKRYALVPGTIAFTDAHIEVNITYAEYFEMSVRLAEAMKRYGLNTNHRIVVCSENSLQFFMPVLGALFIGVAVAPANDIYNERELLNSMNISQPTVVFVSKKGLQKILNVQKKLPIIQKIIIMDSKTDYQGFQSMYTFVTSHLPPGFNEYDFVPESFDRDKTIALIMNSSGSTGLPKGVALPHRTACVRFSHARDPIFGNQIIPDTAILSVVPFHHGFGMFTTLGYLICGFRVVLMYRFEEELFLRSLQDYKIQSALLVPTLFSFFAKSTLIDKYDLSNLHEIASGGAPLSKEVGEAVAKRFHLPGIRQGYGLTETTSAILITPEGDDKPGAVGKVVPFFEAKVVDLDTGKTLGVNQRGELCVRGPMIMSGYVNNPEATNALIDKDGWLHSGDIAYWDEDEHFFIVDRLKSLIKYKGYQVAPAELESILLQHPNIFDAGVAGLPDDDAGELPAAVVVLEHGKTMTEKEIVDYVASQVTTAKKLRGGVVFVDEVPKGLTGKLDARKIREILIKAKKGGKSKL
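Purified P. pyralis luciferase, 10 nM final, with Km-level 10 uM D-luciferin and 10 uM ATP in 50 mM Tris acetate pH 7.5, 10 mM Mg acetate, 0.01% Tween-20, 0.05% BSA; 6-point qHTS titration about 60 µM downward; luminescence read.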
MBNL1 CUG block: blocks human MBNL1 binding to CUG repeat RNA. TR-FRET MBNL1-His/biotin-(CUG)12 binding, 665/545 ratio. Potency, µM (top dose mostly 57.5 µM), inactives show at the top dose activity change, negative = inhibition, usual class: inhibitors. hit rate 0.036% among 280,000. AID 2675; active = well fitted inhibition curve with a large enough effect in the signal ratio, with a control signal flat, not every such curve was filed as active; inconclusive = small, poorly fitted or top-dose-only effect, or effect the other way, or a change in a side signal; inactive = no such curve, though single readings can be large or run the other way; the % refers to the signal ratio; also: % is scaled to controls: 0 for no effect and ±100 for the full control effect
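MBNL1-His + Biotin-(CUG)12, cpd titration 92 nM–58 uM; Tb anti-His Ab 0.055 ng/ul, SA-XL665 5 nM (final); 60 min RT; ratiometric 665/545 nm, Ex 340 nm; normalized to buffer and full-complex controls.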
ELG1 genotox: genotoxicity induction in ELG1-luciferase HEK293T cells. Potency, µM (series often up to 46 µM), inactives show top-dose activity change, positive = activation, hits mostly activators. hit rate 1.3% among 330,000. HEK293T ELG1-luciferase reporter, luminescence, 16 h; also: % of control where 0% means no effect; nearly all actives have a fitted effect of over 60% in size
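ELG1-luciferase HEK293T cells, 2,000/well; compound pinned in; 16 hr, 37 °C, 5% CO2; ONE-Glo, 30 min RT; luminescence on CCD imager.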
Numbers without * were called inactive; ? = inconclusive; nt = not tested or not shown; & = joins results of further samples; [ ] = remark or other dose. Unless noted, calls follow the shape of the dose curve; as a rule, active = well fitted curve in the direction sought with a large enough effect; inconclusive = small, poorly fitted or top-dose-only effect, or another doubt; inactive = no such curve, though single readings can be large; an effect the other way counts as inactive or inconclusive. Potency is read from the fitted curve at half-maximal effect.

#	compound	BRCA1 expr up	uPA generation	RORg inh	p53 reactivation	VP16 counter
1	COc1ccc(C2c3[nH]c4ccccc4c3CCN2Cc2cccn2-c2ncccn2)cc1C (stereo not drawn)	-6%	-2%	?	8%	?
2	Cc1cc(C)cc(NC(=O)c2cc(=O)c3ccccc3o2)c1	4%	6%	2%	-3%	3%
3	N#CCC(CNc1ncc(C(F)(F)F)cc1Cl)OC(=O)c1ccc(Cl)cc1 (stereo not drawn)	9%	-24%	5%	-3%	-1%
4	CC(C(=O)OCC(=O)c1c(N)n(C)c(=O)n(C)c1=O)N1C(=O)c2ccccc2C1=O (stereo not drawn)	-7%	-2%	24%	-2%	2%
5	Cc1cc(-c2nnc(CCC(=O)NCc3cc(F)cc(C(F)(F)F)c3)o2)no1	0%	3%	?	30%	20%
6	CCCNC(=S)Nc1ccc(S(N)(=O)=O)cc1	-13%	-1%	2%	6%	-6%
7	COc1ccc(OC)c(CCNC(=O)c2ccc(CS(=O)Cc3cccc(Cl)c3)o2)c1 (stereo not drawn)	-10%	-1%	4%	-11%	-7%
8	O=C(Nc1ccc2ccccc2n1)c1ccccc1Cl	85%	?	13µM*	?	?

#	Rab9 promoter act	NPC1 prom act	FLuc modulator	MBNL1 CUG block	ELG1 genotox
1	-9%	8%	-19%	18%	-5%
2	7%	-1%	0%	0%	4%
3	5%	-11%	5%	7%	4%
4	-4%	-1%	-1%	-6%	2%
5	2%	-8%	?	-4%	?
6	-2%	-1%	2%	-5%	0%
7	9%	-2%	3%&1%	-3%	0%[9.26 µM]
8	0.56µM*	0.71µM*	1.3µM*	-10%	?

Next part
#	compound	BRCA1 expr up	uPA generation	RORg inh	p53 reactivation	VP16 counter
9	COc1ccc(NS(=O)(=O)c2cc(NC(=O)c3nn(C)c(=O)c4ccccc34)ccc2OC)cc1	-48%	-10%	-24%	-3%	18%
10	COc1ccc(N2CCN(S(=O)(=O)c3cccc(C(F)(F)F)c3)CC2)cc1	-3%	4%	-17%	3%	-23%
11	O=C(NCCC1CCCCN1S(=O)(=O)c1ccccc1)C(=O)NCC1CCCO1 (stereo not drawn)	-11%	-3%	nt	6%	nt
12	O=C(Nc1nc2ccccc2n1Cc1ccc(Cl)cc1)c1ccco1	2%	-10%	0.71µM*	-6%	2µM*
13	Cc1noc(C)c1C(=O)N1CCOCC1	9%	-9%	3%	1%	4%
14	Cc1nn(-c2ccccc2)c2c1C(c1ccc([N+](=O)[O-])cc1)C(C#N)=C(N)O2 (stereo not drawn)	-8%	0%	30%	0%	-10%
15	COc1ccc(C(C)=O)cc1COc1ccccc1[N+](=O)[O-]	-13%	-6%	-35%	1%	-2%
16	CC(C)c1ccc(N(CC(=O)NC2CCCCC2)C(=O)CNC(=O)c2ccco2)cc1	-17%	-1%	-4%	-3%	-1%

#	Rab9 promoter act	NPC1 prom act	FLuc modulator	MBNL1 CUG block	ELG1 genotox
9	-1%	-2%	2%	1%	7%
10	-10%	-2%	0%	5%	1%
11	10%	-2%	1%	nt	0%
12	4%	-3%	4%	70%[activator]	4%
13	13%	-1%	4%	-4%	1%
14	-1%	-4%	3%	?	0%
15	2%	3%	8%	1%	4%
16	-5%	-3%	-2%	-5%	-1%

The list continues:
#	compound	BRCA1 expr up	uPA generation	RORg inh	p53 reactivation	VP16 counter
17	Clc1ccc(NC2(c3nnnn3C3CCCCC3)CCCCC2)cc1	-38%	5%	9%	1%	-6%
18	OCCN(CCO)CC(O)COCCC12CC3CC(CC(C3)C1)C2 (stereo not drawn)	-2%	2%	1%	2%	-8%
19	O=[N+]([O-])c1ccc(N2CCN(C(=S)Nc3ccccc3)CC2)cc1	-3%	4%	-4%	-4%	-3%
20	CCOC(=O)C1=C(COC(=O)CNC(=O)c2cccc(C)c2)NC(=O)NC1C (stereo not drawn)	-10%	1%	nt	2%	nt
21	Cc1nc2sc3c(c2c(=O)n1N)CCC3	2%	-2%	23%	-1%	-2%
22	O=C(CSc1nnc(CNc2ccccc2)o1)N1CCc2ccccc21	-8%	nt	-2%	2%	-25%
23	CCN(CC(=O)NCc1cccnc1)S(=O)(=O)c1ccc(OC)cc1	-9%	3%	-28%	2%	0%
24	O=C(O)c1cc(S(=O)(=O)NC23CC4CC(CC(C4)C2)C3)ccc1Cl	-9%	7%	2%	-2%	5%

#	Rab9 promoter act	NPC1 prom act	FLuc modulator	MBNL1 CUG block	ELG1 genotox
17	-1%	-1%	4%	-4%	-3%
18	10%	3%	-1%	1%	5%
19	-7%	-2%	1%	11%	-7%
20	-1%	-4%	-1%	nt	1%
21	1%	0%	7%	-5%	6%
22	4%	-1%	11%	2%	-1%
23	-1%	2%	1%	0%	-3%
24	-5%[1.84 µM]	-14%	0%	-3%	1%

Continuation:
#	compound	BRCA1 expr up	uPA generation	RORg inh	p53 reactivation	VP16 counter
25	CCCCOc1ccc(NC(=O)CSc2cccc3cccnc23)cc1	-9%	-5%	?	6%	?
26	CC(C)(Oc1ccc(Cl)cc1)C(=O)N1CCC(C(N)=O)CC1	-2%	-5%	-19%	5%	0%
27	Cc1c(NC2=C(Cl)C(=O)N(c3ccccc3Cl)C2=O)c(=O)n(-c2ccccc2)n1C	-4%	-2%	-3%	10%	0%
28	CN(Cc1ccon1)C(=O)c1ccc2nc(Cc3cccc(Cl)c3)oc2c1	2%	-5%	32%	3%	-9%
29	CC(=O)Nc1ccccc1NC(=O)c1ccccc1	13%	1%	-2%	0%	-2%[10 µM]
30	N#Cc1cc(Cl)c(NCC2CCCO2)cc1C#N (stereo not drawn)	-30%	-4%	21%	-31%[inhibitor]	-21%
31	CCN(C(=O)CSc1nnc(COc2cccc(C)c2)o1)c1nc(C)cs1	-11%	-1%	-1%	4%	-10%
32	CCCCCCC(=O)Nc1nc(C)c(-c2csc(Nc3cccc(OC)c3)n2)s1	-46%	7%	38%	6%	1%

#	Rab9 promoter act	NPC1 prom act	FLuc modulator	MBNL1 CUG block	ELG1 genotox
25	-1%	-4%	0%	nt	-3%
26	-1%	-3%	-2%	-4%	0%
27	-4%	-5%	-2%	3%[11.5 µM]	1%
28	-8%	6%	4%	3%	0%
29	0%	-2%	-2%	-2%	-2%
30	-2%	8%	-7%	?	6%
31	11%	1%	0%	2%	1%
32	-5%	-9%	?	12%	-6%

From compound 25 as far as 27, copied from above:
#	compound	BRCA1 expr up	uPA generation	RORg inh	p53 reactivation	VP16 counter
25	CCCCOc1ccc(NC(=O)CSc2cccc3cccnc23)cc1	-9%	-5%	?	6%	?
26	CC(C)(Oc1ccc(Cl)cc1)C(=O)N1CCC(C(N)=O)CC1	-2%	-5%	-19%	5%	0%
27	Cc1c(NC2=C(Cl)C(=O)N(c3ccccc3Cl)C2=O)c(=O)n(-c2ccccc2)n1C	-4%	-2%	-3%	10%	0%

#	Rab9 promoter act	NPC1 prom act	FLuc modulator	MBNL1 CUG block	ELG1 genotox
25	-1%	-4%	0%	nt	-3%
26	-1%	-3%	-2%	-4%	0%
27	-4%	-5%	-2%	3%[11.5 µM]	1%

Going on with the list:
#	compound	BRCA1 expr up	uPA generation	RORg inh	p53 reactivation	VP16 counter
33	Nc1ccc(S(=O)(=O)N2CCc3ccccc32)cc1	0%	6%	31%	nt	14%
34	CCc1c(C#N)sc(C(N)=O)c1CC	13%	0%	5%	-6%	-6%
35	Cc1cccc(N(C(=O)c2snc(C(N)=O)c2N)C(C(=O)NCC2CCCO2)c2ccc(N(C)C)cc2)c1C (stereo not drawn)	-3%	-1%	18%	-4%	7%
36	CCc1ccc(-c2cc(C(=O)N3N=C(C(F)F)CC3(O)C(F)F)c3ccccc3n2)cc1 (stereo not drawn)	23%	nt	?	?	?
37	COc1ccc2[nH]c3c(=O)n(CCCN4CCOCC4)cnc3c2c1	4%	-2%	11%	-3%	3%
38	COc1ccc(N2CCN(C(=O)CSc3nnc4ncccn34)CC2)cc1	3%	nt	8%	0%	0%
39	CCC(C)C(=O)Nc1nc(C)c(-c2csc(Nc3cc(Cl)ccc3OC)n2)s1 (stereo not drawn)	-65%	?	?	6%	?
40	Cc1ccc(SCCC(=O)Nc2ccccc2C(=O)N2CCOCC2)cc1	1%	8%	3%	-4%	-6%
41	C/C(=N/NC(=O)CNc1ccc(C)cc1)c1ccc(Br)s1	-34%	0%	4%	-12%	1%

#	Rab9 promoter act	NPC1 prom act	FLuc modulator	MBNL1 CUG block	ELG1 genotox
33	1%	1%	1%	-7%	1%
34	-2%	-1%	0%	-9%	-7%
35	2%	-2%	1%	12%	-17%
36	28%	21%	5.4µM*	1%	0%
37	0%	-6%	0%	-5%	3%
38	6%	2%	2%	8%	10%
39	2%	-7%	-15%	135%[activator]	2%
40	2%	2%	0%	1%	2%
41	-13%	2%	-19%	13%	-33%[inhibitor]
